TbHK1 inh: blocks Trypanosoma brucei hexokinase 1 activity; recombinant TbHK1, G6PDH-coupled NADH A340; inhibition, % at 10 µM; 220,000 tested, 0.11% active; AID 1430;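 active means inhibition of 50% or more in the single-dose primary screen; inactive means inhibition below 50%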
EP2 modulator: modulates human prostaglandin E2 receptor EP2 signaling; P43116; EP2-expressing cells, cAMP HTRF FRET, PGE2 co-stimulation; induction, % at 25 µM; 260,000 tested, 0.83% active; AID 940;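 active means compounds whose cAMP rise, as percent of the full-agonist control response, exceeds 60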;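 further: rat C6 glioma line stably carrying human EP2 under a CMV promoter; the protocol text gives 20 µM as final concentration; 100% = response of wells given 1 µM PGE2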
L929 necroptosis: blocks zVAD induced death of L929 cells; L929 zVAD necroptosis rescue, ATP luminescence, 24 h; with zVAD 60 µM; viability rescue, % at 10 µM; 220,000 tested, 0.38% active; AID 1377;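 active means activation, scaled between plate controls, above about 75%, limit read from the data; inactive means activation under that limit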;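 further: 0% = zVAD with DMSO and 100% = DMSO alone without zVAD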
eIF4E-4G inh: blocks eIF4E binding to eIF4G. inhibition, % at 21.7 µM. TR-FRET eIF4E-eIF4GI(517-606) binding, 2 h. P63073+Q04637. 220,000 tested, 0.37% active;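 active means inhibition above about 30%, limit read from the data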;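 further: 0% = full FRET control wells and 100% = background wells lacking eIF4GI fragment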
EP2 antag: inhibitors of human EP2 prostaglandin E2 receptor; P43116; AID 1422; inhibition, % at 25 µM; C6 glioma cells expressing human EP2, cAMP TR-FRET; cells stimulated with saturating PGE2; 260,000 tested, 0.52% active;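 active means percent inhibition above 40 after rounding to a whole number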;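 further: rat C6 glioma host cells with rolipram phosphodiesterase inhibitor present; the protocol text gives 20 µM as final concentration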
m-calpain inh: blocks pig calpain II enzyme activity; purified calpain II, fluorogenic peptide substrate, 30 min; inhibition, % at 16 µM; 220,000 tested, 0.37% active; AID 1236;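 active means inhibition above about 50%, limit read from the data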
Hck-Nef inh: blocks Nef-activated human Hck kinase | AID 463187 | inhibition, % at 20 µM | Recombinant Hck-YEEI plus Nef, Z-Lyte FRET kinase assay | 220,000 tested, 0.68% active | P08631;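 active means Hck-Nef kinase inhibition above about 50%, limit read from the data; inactive means inhibition below that limit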;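 further: 0% = DMSO with Hck plus Nef and 100% = Hck alone without Nef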
Target sequence (P08631 whole entry, looked up): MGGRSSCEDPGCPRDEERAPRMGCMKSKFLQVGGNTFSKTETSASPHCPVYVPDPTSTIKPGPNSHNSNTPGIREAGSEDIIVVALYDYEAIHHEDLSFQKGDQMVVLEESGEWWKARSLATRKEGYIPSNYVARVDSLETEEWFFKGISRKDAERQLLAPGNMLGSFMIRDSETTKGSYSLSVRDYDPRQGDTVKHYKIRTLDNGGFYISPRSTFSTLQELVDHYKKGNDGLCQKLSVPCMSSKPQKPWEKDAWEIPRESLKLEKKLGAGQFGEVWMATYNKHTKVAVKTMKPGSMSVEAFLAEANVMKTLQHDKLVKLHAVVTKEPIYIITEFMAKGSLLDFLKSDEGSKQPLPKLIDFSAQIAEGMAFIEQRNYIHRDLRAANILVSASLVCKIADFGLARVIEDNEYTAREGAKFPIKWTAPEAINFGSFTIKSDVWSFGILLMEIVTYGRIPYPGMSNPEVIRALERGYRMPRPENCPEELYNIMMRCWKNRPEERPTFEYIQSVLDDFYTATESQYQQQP
14-3-3 Bad PPI: disrupts binding of bovine 14-3-3 zeta to phospho-Bad peptide; AID 781; P63103; inhibition, % at 21.7 µM; 220,000 tested, 0.71% active; TR-FRET 14-3-3zeta/Dy647-pBad peptide displacement, 1 h;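 active means inhibition above about 70%, limit read from the data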;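 further: 0% = full 14-3-3 plus peptide FRET controls and 100% = background without 14-3-3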
Target sequence (P63103 whole entry, looked up): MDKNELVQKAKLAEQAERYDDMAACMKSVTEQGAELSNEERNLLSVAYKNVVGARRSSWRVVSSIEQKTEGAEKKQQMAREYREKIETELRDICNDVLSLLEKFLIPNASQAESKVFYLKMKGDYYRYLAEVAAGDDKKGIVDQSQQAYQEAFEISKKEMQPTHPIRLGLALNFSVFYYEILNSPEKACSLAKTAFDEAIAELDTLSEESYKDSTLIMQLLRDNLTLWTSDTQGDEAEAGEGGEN
Rad51 HR inh: blocks human Rad51 in homologous recombination. 200,000 tested, 0.085% active. Q06609. inhibition, % at 10 µM. AID 1385. hRad51 DNA strand exchange, fluorescence dequenching;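 active means inhibition above 40% at the single screening dose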;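 further: 0% = DMSO control wells and 100% = blanks with heterologous ssDNA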
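Test system – preformed human Rad51 ssDNA filaments · Reagent – Donor/quencher-labelled 47-bp dsDNA substrate · Incubation – 37 °C 15-min filament assembly, 30-min compound preincubation, 15-min exchange · Signal – FRET fluorescence dequenching, excitation 485 nm, emission 520 nm · Read-out – percent inhibition from fluorescence, normalised to plate control and blank means · Benchmarks – plate control and blank wells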
* marks the source's active call; other numbers are inactive results; i = inactive; . = no result given; & = joins results of further samples; [ ] = remark or other dose.

SMILES	EP2 modulator	14-3-3 Bad PPI	TbHK1 inh	L929 necroptosis	Hck-Nef inh	eIF4E-4G inh	Rad51 HR inh	m-calpain inh	EP2 antag
C=CCOc1c(Br)cc(C2C3=C(CCCC3=O)N(C)C3=C2C(=O)CCC3)cc1OCC	12	15[fluorescence artefact?]	-11	-0.4	53*	2[fluorescence artefact?]	-5	-440	5
CCn1ncc(/C=N/N=C2\CCC3C4CCc5cc(O)ccc5C4CCC23C)c1C (stereo not drawn)	-34	-6	-15	-0.3	10	-27	3	-137	10
Cc1ccc(C(=O)NCc2cccnc2)cc1S(=O)(=O)Nc1ccccc1	17	-4	-10	1.1	-6	0	9	-1	5
CC(N=c1ccccn1C(=O)Nc1ccc(Cl)cc1)c1ccco1 (stereo not drawn)	-33	-10	0	0.3	1	-2	-6	-18	20
CCOC(=O)N1CCN(C(=O)COC(=O)c2ccc(O)cc2O)CC1	10	-1	7	0.2	16	-2	-1	39	7
O=C(Nc1nc2ccccc2[nH]1)c1ccccc1[N+](=O)[O-]	-58	-1	-13	-0.8	20	-3	-2	10	8
O=C(O)c1ccc(NS(=O)(=O)c2ccc3nnn(O)c3c2)cc1	10	-2[fluorescence artefact?]	-12	0.9	1	-8	-1	5	4
CCCCC(=O)Nc1cccc2c1C(=O)N(c1ccccc1)C2=O	32	10[fluorescence artefact?]	0	2.0	-7	2	5	17	12
CC(C(=O)N1CCOCCOCCOCC1)N1C(=O)c2ccccc2C1=O (stereo not drawn)	30	-12	-2	0.7	-4	-1	6	-8	5
O=C(CN1CCN(C(=O)c2cccs2)CC1)NC1CCCCC1	-15	14	3	0.2	1	0	16	-16	9
CC(C)c1cc(NCC2CCCO2)n2c(nc3ccccc32)c1C#N (stereo not drawn)	-3	1	-11	-0.5	108*	0	4	i	7
COC1(OC)C(/C=C/c2ccc(Cl)cc2)C(C#N)(C#N)C1(OC)OC (stereo not drawn)	-6	0	-4	0.5	4	4	-3	-35	14
COc1ccc(C(=O)CN2C3=NCCCN3c3ccccc32)cc1OC	11	-12	-21	.	-9	2	.	-14	7
CCOc1cc(C)c(Cl)cc1S(=O)(=O)N(CC)CC	28	0	0	-0.3	-1	-4	-7	-6	8
Cn1nc(-c2ccccc2)c(-c2nc(-c3ccc(Cl)cc3)no2)c1Cl	33	0	9	2.2	-20	1	5	13	18
CC(C)OP(=O)(OC(C)C)C(Nc1ccccc1)c1cccc([N+](=O)[O-])c1 (stereo not drawn)	-11	-11	2	-0.7	15	4	.	-25	15
O=C(NCc1ccco1)c1ccc2c(=O)n(CC3CCCO3)c(=S)[nH]c2c1 (stereo not drawn)	-11	12[fluorescence artefact?]	0	0.3	-1	0	2	16	21
Cc1nc2ccccc2c(=O)n1NC(=O)Nc1ccccc1	6	-7	2	0.2	-2	-13	4	5	4
CCc1cc(C(=O)N2CCCC(CNS(=O)(=O)c3cccs3)C2)n(C)n1 (stereo not drawn)	4	-8	0	36	21	1	23	-16	6
O=C(NCC1CCCO1)c1cc([N+](=O)[O-])ccc1Cl (stereo not drawn)	11	-18	-4	1.1	24	5	3	-2	-2

Individual results from above:
Reading for `CC(C)OP(=O)(OC(C)C)C(Nc1ccccc1)c1cccc([N+](=O)[O-])c1` (stereo not drawn) in Hck-Nef inh: 15
Reading for `O=C(NCc1ccco1)c1ccc2c(=O)n(CC3CCCO3)c(=S)[nH]c2c1` (stereo not drawn) in Rad51 HR inh: 2
Reading for `COc1ccc(C(=O)CN2C3=NCCCN3c3ccccc32)cc1OC` in EP2 antag: 7

Next section.
SMILES	EP2 modulator	14-3-3 Bad PPI	TbHK1 inh	L929 necroptosis	Hck-Nef inh	eIF4E-4G inh	Rad51 HR inh	m-calpain inh	EP2 antag
CN(CC(=O)NCC1CCCO1)S(=O)(=O)c1cc(Cl)ccc1Cl (stereo not drawn)	9&-35	-10[fluorescence artefact?]	3	0.1	-1	1[fluorescence artefact?]	0	-7	16&11
O=C(/C(Br)=C/Nc1cc(Cl)ccc1Cl)C(F)(F)F	-12	-4	-9	0.6	4	12[fluorescence artefact?]	11	4	-1
Cc1ccc(NC(=S)NCc2ccc3c(c2)OCO3)cc1C	-26	-22[fluorescence artefact?]	1	-0.2	7	12	19	15	8
Cc1ccc2oc(=O)n(CCCOc3ccccc3)c2c1	39	-9	5	0.5	1	-5	-7	4	9
Cc1ccc(N(CC(=O)N2CCN(c3ccc(F)cc3)CC2)S(=O)(=O)c2c(C)nn(C)c2C)cc1	-24	-4	-23	0.4	3	0	1	-62	15
CC(C)c1ccc(/C=C/C(=O)N2CCCCCC2)cc1	-33	8	-2	.	-10	5[fluorescence artefact?]	.	-4	9
CCOC(=O)Cn1cc(C(=O)OC)c2ccccc21	23&-10	-10[fluorescence artefact?]	-1	0.0	1	2[fluorescence artefact?]	-5	4	11&8
CCOC(=O)c1ccccc1NC(=O)CSc1nnc(Cc2cccn2C)n1-c1ccc(C)cc1	45	8	-11	-0.1	0	-1	-5	-15	2
O=C(NC(c1ccccc1)c1ccccc1)c1ccc(=O)[nH]n1	8	-6	0	2.5	1	0	-17	16	7
Cc1ccccc1CN(c1ccc(C(=O)NCc2cccnc2)cc1)S(C)(=O)=O	-4	-3	-2	-0.1	-4	1	.	32	5
COc1ccc(CCNc2nc(N3CCOCC3)nc(N3CCOCC3)n2)cc1OC	16	-10[fluorescence artefact?]	3	0.7	8	-4	-2	-10	13
O=C(OCCN=C1NS(=O)(=O)c2ccccc21)c1ccco1	-9	-3	-3	0.1	-2	-2	23	-18	8
O=c1c2ccccc2nc2n1CCCCC2	15	-6[fluorescence artefact?]	-2	2.6	1	2[fluorescence artefact?]	4	-5	16
CC(=O)C1=C(C)N(CC2CC2)C(=O)N[C@H]1c1ccccc1	28	-2	-7	0.6	3	-1	7	16	6
CN(C)S(=O)(=O)c1ccc(NC(=O)CCNC(=O)c2ccc([N+](=O)[O-])cc2)cc1	-51	6	2	1.5	23	0	-1	16	4
COc1ccc(N2C(=O)CC(SCc3ccc(Cl)cc3)C2=O)cc1 (stereo not drawn)	-61	1	-3	1.2	8	-2	14	9	6
COc1ccc(C(=O)COC(=O)CNC(=O)c2cc(OC)cc(OC)c2)cc1	5	-3[fluorescence artefact?]	-2	-0.1	1	8	6	14	1
O=C(NC1CCCCC1)N(Cc1cc2cc3c(cc2[nH]c1=O)OCCO3)C1CCCCC1	-23	18[fluorescence artefact?]	-26	-0.2	2	-3[fluorescence artefact?]	.	-261	7
COc1cc(NS(=O)(=O)c2ccc(NC(=O)c3ccc(S(=O)(=O)N4CCCC4)cc3)cc2)ncn1	3	-4	0	0.9	24	-1	-15	-36	1
CCCCOc1ccc(CSc2ncn[nH]2)cc1	17	-7[fluorescence artefact?]	6	0.0	1	-1	-6	-5	8
CCCCN(CCCC)CC(O)CN(c1cc([N+](=O)[O-])ccc1OC)S(=O)(=O)c1ccccc1 (stereo not drawn)	0	7[fluorescence artefact?]	2	-0.4	-1	6	-9	24	9
CCS(=O)(=O)N1CCC(C(=O)NCCCOC)CC1	19	9	-4	-0.5	0	0	4	10	8
CCCc1[nH]n(-c2nc3ccccc3s2)c(=O)c1C=NCC(C)C	-54	3	-14	0.6	4	-2	7	-13	17
NC(=O)c1cc2nc(-c3ccco3)cc(C(F)(F)F)n2n1	10	-5[fluorescence artefact?]	-24	-0.4	14	-3	-4	-297	7
COc1ccc(NC(=S)NC(=O)CC(C)C)c(OC)c1	-6	-1	6	-0.1	-14	-5	-5	16	5
Cn1nc(C(F)(F)F)c(/C=N/OCc2c(Cl)cccc2Cl)c1Cl	15	10	1	-0.2	0	3	-4	2	6
O=c1ccc2cc3c4c(c2o1)CCCN4CCC3	-51	8	-1	24	14	9	-134	i	7
CC(C)NC(=O)c1ccccc1S(=O)c1ccccc1C#N (stereo not drawn)	28	-9	2	0.1	0	-2	-10	-6	7
O=C(Cc1cccs1)N/N=C/c1ccccc1	-29	-3	-7	1.4	29	1	.	-8	9
CC1CCCC/C1=N/Nc1ccc([N+](=O)[O-])cc1[N+](=O)[O-] (stereo not drawn)	22	0[fluorescence artefact?]	0	0.5	-20	-4	6	-28	13
CCOC(=O)Cc1csc(NC(=O)c2sc3nc4ccc(CC)cc4cc3c2N)n1	-51&-36	65[fluorescence artefact?]	-2	0.5	7	-29	-57	-241	12&18
CC1CCN(S(=O)(=O)c2ccc(NC(=O)CSc3ncccc3C(=O)O)cc2)CC1	33&16	6[fluorescence artefact?]	3	2.8	1	1	9	-3	13&6
NC(=O)c1nsc(C(=O)N(c2ccccc2)C(C(=O)NCC2CCCO2)c2cccs2)c1N (stereo not drawn)	-21	-9	-14	0.1	17	4	9	-30	3
O=C(NCC(c1ccco1)N1CCOCC1)c1ccc([N+](=O)[O-])cc1 (stereo not drawn)	-1	-3	0	1.0	-3	-5	-5	19	5
COc1ccc(/C=C/C(=O)NCC(=O)n2nc(C)cc2C)cc1	-17	0	-4	0.8	21	-2	5	-3	10
O=C(NCC(c1ccco1)N1CCCCC1)c1ccc2c(c1)S(=O)(=O)c1ccccc1C2=O (stereo not drawn)	-36	1	-1	-0.3	17	-1	-4	4	3
CCCSc1ccc(C(=O)Nc2ccc(Cl)cc2)cn1	-11	-7	-14	15	-9	-4	2	-16	4
CCN(CC)S(=O)(=O)c1ccc(OC)c(NC(=O)Cn2cnc3c2c(=O)n(C)c(=O)n3C)c1	10	-19	-2	1.5	21	-1	29	-25	5
CC(C)(C)OC(=O)COc1cc(OCC(=O)OC(C)(C)C)c2c(=O)cc(-c3ccccc3)oc2c1	2	5	-11	0.4	0	12	-5	-7	29
Cc1ccc(C(=O)NCCN2C3=NC[C@H](C)N3C[C@H]2Cc2ccc(O)cc2)cc1Br	9	4	2	-0.2	-5	0	-6	3	4
COCCCN1Cc2cccc(C(=O)O)c2C1=O	8	-4[fluorescence artefact?]	-3	1.9	1	0[fluorescence artefact?]	12	-39	11
CCN(CC)CCNc1nc(-c2ccccc2)nnc1C(F)(F)F	13	-12	-1	0.8	0	-11	-4	6	13
COc1ccc(/C=C/C(=O)Nc2nc(C)c(C(=O)N(C)C)s2)cc1	-3	-18[fluorescence artefact?]	-46	1.1	4	3[fluorescence artefact?]	3	3	5
CCCOc1ccc(/C=C/C(=O)O)cc1OC	12	-7	-1	3.5	0	-5	-3	0	12
Cc1ccc(S(=O)(=O)NCc2c(-c3ccccc3)noc2C)cc1	17	3	0	-0.1	-4	3	-12	36	5
C=CCn1c(O)c(/C=C2\C=NN=C2c2ccccc2)sc1=S	34	11	-14	0.6	1	1	12	-1	1
Cc1ccc(NC(=O)COC(=O)C2=COCCO2)c([N+](=O)[O-])c1	4	-11	-2	3.6	20	0	0	-7	9
Cc1ccc2c(c1)nnn2C1CCN(S(C)(=O)=O)CC1	22	-7	4	0.1	1	2	-7	-24	11
CCOc1ccc(C(=O)N2CCCC2C(=O)O)cc1 (stereo not drawn)	14	56	1	0.2	1	2	-3	5	4
CC(NC(=O)COc1ccc(N(C)S(=O)(=O)c2ccccc2)cc1)c1ccccc1 (stereo not drawn)	-42	-6	-2	1.6	-1	4	14	8	7

An excerpt; rates above refer to the full screens.
